MC4R barr agon = human MC4R agonism via beta-arrestin; P32245; U2OS MC4R beta-arrestin complementation, luminescence; percent of melanotan II response, DMSO zero; activation, % at 8.9 µM; actives 0.98% (n = 360,000); AID 540308;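 active means activation above a per-plate cutoff, the mean activation of sample wells on that plate plus 3 SD, cut at about 8% in these data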
ABHD5 PLIN5 PPI = ABHD5-PLIN5 protein interaction inhibition. inhibition, % at 4 µM. Split G. princeps luciferase complementation, luminescence, 4 h. Q00G26+Q8WTS1. actives 0.78% (n = 360,000);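 active means inhibition above the mean inhibition across every tested compound plus 3 SD, cut at about 22% in these data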;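 further: 0% = DMSO only wells and the 100% control is not disclosed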
MC4R antag cAMP = antagonists of human melanocortin 4 receptor (MC4R) | P32245 | MC4R-expressing cells, MTII-stimulated cAMP, LANCE TR-FRET | inhibition, % at 6.5 µM | actives 0.48% (n = 360,000);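 active means inhibition above its plate's cutoff, the mean of tested wells on that plate plus 3 SD, cut at about 29% in these data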;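 further: 0% = Melanotan II alone and 100% = Melanotan II plus saturating MCL0020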
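Material – human MC4R-expressing U2OS cells · Repeats – no replicates · Detection – TR-FRET with Eu-cAMP and labeled anti-cAMP, 671 nm · Times – compound 30 min, challenge 1 h, detection 1 h · Compound – single nominal compound dose of 6.5 µM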
NCOA2 inhibitor = human SRC2 (NCOA2) inhibition; Q15596; HEK293 GAL4-SRC2 luciferase reporter, luminescence; inhibition, % at 9 µM; actives 0.17% (n = 370,000);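 active means inhibition above the mean inhibition of all tested compounds plus 3 SD, set per campaign, cut at about 52% in these data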;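 further: 0% = DMSO treated cells and 100% = cells given Gossypol at 36 µM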
Target sequence (Q15596 whole entry, looked up, the tested form may be a part): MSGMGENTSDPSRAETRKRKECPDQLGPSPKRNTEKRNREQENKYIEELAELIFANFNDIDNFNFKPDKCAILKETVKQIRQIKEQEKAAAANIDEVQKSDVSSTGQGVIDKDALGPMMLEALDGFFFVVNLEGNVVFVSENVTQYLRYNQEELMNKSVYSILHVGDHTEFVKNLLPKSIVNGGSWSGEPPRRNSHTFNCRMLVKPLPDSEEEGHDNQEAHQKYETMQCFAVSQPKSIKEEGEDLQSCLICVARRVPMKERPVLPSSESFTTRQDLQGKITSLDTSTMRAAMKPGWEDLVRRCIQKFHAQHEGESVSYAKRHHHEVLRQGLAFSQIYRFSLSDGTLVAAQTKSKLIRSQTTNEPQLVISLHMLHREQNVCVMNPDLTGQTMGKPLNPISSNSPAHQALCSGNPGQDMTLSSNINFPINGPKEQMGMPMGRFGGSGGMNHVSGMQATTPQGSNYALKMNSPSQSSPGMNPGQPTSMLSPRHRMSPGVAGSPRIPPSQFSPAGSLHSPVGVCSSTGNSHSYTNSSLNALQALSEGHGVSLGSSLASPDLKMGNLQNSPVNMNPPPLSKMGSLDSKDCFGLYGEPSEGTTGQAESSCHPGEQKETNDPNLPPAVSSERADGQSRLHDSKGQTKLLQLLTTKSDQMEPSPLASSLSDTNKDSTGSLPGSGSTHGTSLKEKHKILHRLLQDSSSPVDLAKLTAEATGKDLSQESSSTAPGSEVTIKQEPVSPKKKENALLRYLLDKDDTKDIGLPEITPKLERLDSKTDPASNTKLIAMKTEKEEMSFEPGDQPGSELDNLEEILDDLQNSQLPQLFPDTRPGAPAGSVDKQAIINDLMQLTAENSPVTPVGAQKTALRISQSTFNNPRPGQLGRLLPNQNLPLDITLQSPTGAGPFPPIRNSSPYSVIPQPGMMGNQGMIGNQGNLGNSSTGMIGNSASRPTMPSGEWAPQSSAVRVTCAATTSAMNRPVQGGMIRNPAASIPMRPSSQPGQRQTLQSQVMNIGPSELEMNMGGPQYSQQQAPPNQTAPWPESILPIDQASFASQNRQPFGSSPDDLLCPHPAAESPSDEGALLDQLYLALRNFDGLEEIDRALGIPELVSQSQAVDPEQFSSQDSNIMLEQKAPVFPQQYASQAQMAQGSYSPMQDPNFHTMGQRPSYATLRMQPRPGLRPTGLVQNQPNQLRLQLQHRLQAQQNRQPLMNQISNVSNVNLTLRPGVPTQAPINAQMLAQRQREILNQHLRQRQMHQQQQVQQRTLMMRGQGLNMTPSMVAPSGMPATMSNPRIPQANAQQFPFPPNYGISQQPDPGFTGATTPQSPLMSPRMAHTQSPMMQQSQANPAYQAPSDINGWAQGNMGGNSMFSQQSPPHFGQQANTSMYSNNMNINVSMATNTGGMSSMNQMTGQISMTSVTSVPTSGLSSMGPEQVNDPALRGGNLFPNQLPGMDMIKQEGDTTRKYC
Cardio protect = modulators protecting cardiomyocytes from myocardial damage. protection from H2O2 cell death, % at 20 µM. H9c2 cardiomyocytes, H2O2 injury protection, ATPLite, 2 h. actives 0.63% (n = 360,000);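 active means compounds giving at least 50% protection of heart cells from peroxide-induced death in the single-dose screen, raw or plate-pattern-corrected value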;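 further: 0% = DMSO wells with peroxide and 100% = DMSO wells without peroxide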
NOD2 RIPK2 PPI = blocks binding of human NOD2 to RIPK2. O43353. CHO BLA complementation NOD2-RIPK2, CCF4 ratio. inhibition, % at 4.98 µM. actives 0.38% (n = 360,000). AID 624267; in the data active means inhibition above about 21%;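 further: 0% = vehicle only and 100% = reference blocker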
m5-HT2A agonist = activates the mouse 5-HT2A serotonin receptor. CHO-K1 mHTR2A beta-arrestin complementation, luminescence; percent of 30 µM serotonin response. AID 624169. P35363. actives 0.66% (n = 360,000). activation, % at 7.6 µM;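 active means activation above a run cutoff, the mean activation of all tested compounds plus 3 SD, cut at about 14% in these data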;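 further: 0% = plate median of compound wells and 100% = 30 µM serotonin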
N-glyco inh = blocks N-linked glycosylation in D54 reporter cells | D54 ERlucT glycosylation luciferase reporter, 24 h; percent of 100 nM tunicamycin response | reporter increase, % at 12.5 µM | actives 0.23% (n = 360,000) | AID 588692;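 active means mean luciferase reporter signal, scaled so untreated is 0 and the glycosylation-blocking control 100, at or above a set limit in every replicate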;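 further: luciferase carries N-glycosylation sites so blocking glycosylation raises the light; 0% = median of neutral control wells and 100% = median of 100 nM tunicamycin wells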
TLR9-MyD88 inh = TLR9-MyD88 interaction inhibition; CHO BLA complementation TLR9-MyD88, CCF4 FRET ratio; inhibition, % at 4.98 µM; actives 0.21% (n = 340,000); AID 504734;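 active means inhibition above the mean over all tested compounds plus 3 SD, cut at about 21% in these data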;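 further: 0% = DMSO only wells and 100% = clavulanate BLA inhibitor control wells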
ABCB6 inh 2 = inhibitors of human ABC transporter ABCB6 | Q9NP58 | K562-ABCB6 porphyrin accumulation, flow cytometry, 1 h; stronger effect = lower value | fluorescence ratio to DMSO, % at 10 µM | actives 0.19% (n = 360,000) | AID 602162;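 active means fluorescence ratio to DMSO below 75%, the collection mean minus 3 SD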;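 further: signal is porphyrin accumulated inside mitochondria; 100% equals median channel fluorescence of DMSO control wells; lower ratio means ABCB6 inhibition with less porphyrin fluorescence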
* marks the source's active call; other numbers are inactive results; . = not tested or not shown. These rows are one share of the data, so the mix of outcomes need not match the whole.

SMILES | MC4R barr agon | ABHD5 PLIN5 PPI | MC4R antag cAMP | NCOA2 inhibitor | Cardio protect | NOD2 RIPK2 PPI | m5-HT2A agonist | N-glyco inh | TLR9-MyD88 inh | ABCB6 inh 2
O=C(CSc1nncn1-c1ccccn1)Nc1ccccc1Cl | -3.3 | 3 | 9 | -15 | 6 | 7 | -7 | 1 | -9 | 95
COc1cccc(OC)c1C(=O)NC(=S)N1CCOCC1 | -1.8 | 1 | -3 | 0 | 10 | -8 | -1 | 1 | 5 | 102
COc1ccccc1CNC(=O)CCS(=O)(=O)c1ccc(Cl)cc1 | -1.7 | 6 | -7 | -5 | -2 | 1 | -3 | 1 | 3 | 102
O=C(NC(c1ccc(-c2ccccc2)cc1)c1cnccn1)C1CCN(CCOc2ccc(Cl)cc2Cl)CC1 (stereo not given) | 18* | 4 | 9 | 15 | 9 | -5 | -1 | -2 | . | 94
COC(=O)c1cc(C)ccc1/C=C1/Cc2c(C)cc(C)cc2C1=O | -1.6 | -7 | -5 | -3 | -6 | -6 | -1 | 0 | -4 | 103
COc1ccc(CNC(=O)c2nnn(-c3cccc(C(F)(F)F)c3)c2N)cc1 | -0.4 | -3 | 4 | 27 | -2 | 3 | 0 | 5 | -5 | 99
CCN(CC)c1ccc(S(=O)(=O)N2CCOCC2)cc1NC(=O)COC(=O)C1=COCCO1 | -3.4 | -6 | 15 | -6 | 0 | -10 | 4 | 1 | 5 | 102
CC(C)=CC(=O)Nc1ccccc1Br | -0.6 | -2 | 1 | . | 0 | -5 | 0 | 4 | -1 | 108
CCCn1c(CN2CCN(C(=O)OCC)CC2)nc2cc([N+](=O)[O-])ccc21 | -0.8 | 2 | -1 | -1 | -7 | 7 | 2 | 2 | -11 | 97
Cc1cc(S(=O)(=O)n2cnc3cc([N+](=O)[O-])ccc32)ccc1Cl | -2.7 | -5 | 1 | -11 | -3 | 5 | 2 | -1 | -2 | 101
COc1ccc(Cc2c(-c3ccc(C)cc3)nc3ccc(Cl)cn23)c(C)c1 | . | -4 | . | -30 | 0 | 11 | -9 | 3 | . | 120
COc1cccc(C2CC(=O)Nc3cc(OC)c(OC)c(OC)c32)c1OC (stereo not given) | -1.1 | 1 | 3 | -17 | -6 | -4 | 2 | 7 | 1 | 89

7 entries already listed, ordered by length of the SMILES, lowest first.
SMILES | MC4R barr agon | ABHD5 PLIN5 PPI | MC4R antag cAMP | NCOA2 inhibitor | Cardio protect | NOD2 RIPK2 PPI | m5-HT2A agonist | N-glyco inh | TLR9-MyD88 inh | ABCB6 inh 2
O=C(CSc1nncn1-c1ccccn1)Nc1ccccc1Cl | -3.3 | 3 | 9 | -15 | 6 | 7 | -7 | 1 | -9 | 95
COc1ccccc1CNC(=O)CCS(=O)(=O)c1ccc(Cl)cc1 | -1.7 | 6 | -7 | -5 | -2 | 1 | -3 | 1 | 3 | 102
COC(=O)c1cc(C)ccc1/C=C1/Cc2c(C)cc(C)cc2C1=O | -1.6 | -7 | -5 | -3 | -6 | -6 | -1 | 0 | -4 | 103
COc1ccc(Cc2c(-c3ccc(C)cc3)nc3ccc(Cl)cn23)c(C)c1 | . | -4 | . | -30 | 0 | 11 | -9 | 3 | . | 120
COc1ccc(CNC(=O)c2nnn(-c3cccc(C(F)(F)F)c3)c2N)cc1 | -0.4 | -3 | 4 | 27 | -2 | 3 | 0 | 5 | -5 | 99
CCCn1c(CN2CCN(C(=O)OCC)CC2)nc2cc([N+](=O)[O-])ccc21 | -0.8 | 2 | -1 | -1 | -7 | 7 | 2 | 2 | -11 | 97
O=C(NC(c1ccc(-c2ccccc2)cc1)c1cnccn1)C1CCN(CCOc2ccc(Cl)cc2Cl)CC1 (stereo not given) | 18* | 4 | 9 | 15 | 9 | -5 | -1 | -2 | . | 94

Continued:
SMILES | MC4R barr agon | ABHD5 PLIN5 PPI | MC4R antag cAMP | NCOA2 inhibitor | Cardio protect | NOD2 RIPK2 PPI | m5-HT2A agonist | N-glyco inh | TLR9-MyD88 inh | ABCB6 inh 2
COc1ccc(NC(=O)CCC(=O)Nc2nnc(C(C)C)s2)cc1Cl | 3.9 | 9 | 3 | -16 | 0 | -12 | -3 | 6 | 6 | 84
CC1=NCCN1CCNC(=O)Nc1ccc(F)cc1 | -1.3 | 0 | -1 | 6 | 4 | 0 | 4 | -1 | . | 83
O=C(O)c1ccccc1-c1ccccc1C(=O)NCc1ccco1 | -3.1 | 0 | -1 | 13 | 4 | 5 | 0 | 4 | -4 | 96
CC1CCN(C(=O)c2cc(-c3ccc4c(c3)OCO4)on2)CC1 | -0.2 | 3 | 4 | -64 | -9 | -6 | -8 | -13 | -8 | 97
CC(C)OP(=O)(OC(C)C)C(NC(=O)c1ccc(Br)cc1)c1ccccc1 (stereo not given) | -3.4 | -1 | 10 | 9 | 3 | 0 | -8 | 3 | 0 | 99
CCc1nc2c(OCc3ccc(OC(F)F)cc3)cccn2c1N(C)C(=O)c1ccc(OC)cc1 | -1.2 | 9 | 6 | 13 | 3 | 2 | 0 | -2 | . | 99
Cc1cc(NC2CCCC2)n2nc(C)c(-c3ccccc3)c2n1 | 2.4 | -4 | 0 | -20 | -6 | -3 | 4 | 3 | -3 | 97
CCOc1ccc(N(CC(=O)N2CCOCC2)S(=O)(=O)c2ccc(F)cc2)cc1 | -1.3 | -5 | 9 | 1 | 2 | 4 | -3 | 2 | 6 | 95
O=C(OCc1ccc(Cl)cc1)c1cnccn1 | -2.9 | -1 | 14 | -14 | -2 | -4 | -5 | 1 | -5 | 90
O=C(NCCNc1ccc(Cl)cc1[N+](=O)[O-])c1cccnc1 | -1.5 | -3 | 4 | -15 | 6 | -12 | -3 | 0 | 0 | 86
CC(C)(C)NC(=O)CSc1nc(N)cc(=O)[nH]1 | -4.1 | -3 | 5 | 15 | 3 | -3 | 5 | 3 | 3 | 96
Cc1nc2scc(-c3cccs3)c2c(=O)n1N | -2.9 | 4 | 4 | 20 | 1 | -18 | 1 | 1 | -5 | 94
O=C(NCCCN1CCCC1)c1ccc2c(c1)N(Cc1cccc(Cl)c1)C(=O)c1ccccc1S2(=O)=O | -0.2 | 9 | 2 | -19 | -2 | 2 | -8 | -1 | -4 | 100
O=C(Cn1cc(C(F)(F)F)cc(Cl)c1=O)NC1CCS(=O)(=O)C1 (stereo not given) | -0.2 | -2 | 4 | 6 | 16 | -2 | 8 | 3 | -2 | 94
O=C(Cc1ccccc1[N+](=O)[O-])N/N=C/c1cccnc1 | -0.3 | -5 | -8 | 7 | 3 | -12 | 3 | 1 | 10 | 98
CCOC(=O)C1(C(F)(F)F)N=C(N(C)C)OC(N(C)C)=N1 | 0.5 | 6 | -1 | -9 | 11 | 1 | 4 | 2 | 7 | 90
CCOc1ccccc1NC(=O)COC(=O)c1ccc(S(=O)(=O)N2CCCC2)cc1 | 0.1 | 12 | 10 | 2 | 11 | -2 | -8 | 1 | 4 | 99
COc1ccc(Cl)cc1S(=O)(=O)N1CCC(C(=O)NCc2ccccn2)CC1 | -1.1 | -15 | -7 | -1 | -1 | 10 | -4 | 1 | -6 | 89
CCCCCn1c(CN2CCN(c3cc(Cl)ccc3C)CC2)nc2c1c(=O)[nH]c(=O)n2C | 2.3 | 0 | 18 | 3 | -8 | 1 | -1 | -4 | -1 | 89
Cc1ccccc1OCCCn1c(=O)sc2ccccc21 | -0.5 | -10 | 4 | -77 | -13 | -7 | -4 | -4 | 3 | 93
CCOc1cc(CNc2ccc3c(c2)OCCO3)cc(Br)c1OCC(N)=O | -0.9 | -4 | -3 | 4 | 6 | -12 | 1 | -9 | 15 | 78
COC(=O)c1nnn(-c2nc(N(C)C)nc(N(C)C)n2)c1C | -1.5 | 3 | 6 | -11 | -1 | -4 | -5 | 1 | -2 | 96
O=C(CCc1nnc2ccc(N3CCCCC3)nn12)NCc1ccco1 | -1.1 | 1 | 15 | 21 | -1 | -6 | -2 | 2 | -6 | 93
NC(=O)c1cc[n+](CC(=O)c2ccc(NC(=O)c3ccccc3)cc2)cc1 | -0.5 | -12 | 3 | 28 | 7 | -9 | -4 | 1 | 0 | 97

The list goes on (three carried over from the part before).
SMILES | MC4R barr agon | ABHD5 PLIN5 PPI | MC4R antag cAMP | NCOA2 inhibitor | Cardio protect | NOD2 RIPK2 PPI | m5-HT2A agonist | N-glyco inh | TLR9-MyD88 inh | ABCB6 inh 2
COC(=O)c1nnn(-c2nc(N(C)C)nc(N(C)C)n2)c1C | -1.5 | 3 | 6 | -11 | -1 | -4 | -5 | 1 | -2 | 96
O=C(CCc1nnc2ccc(N3CCCCC3)nn12)NCc1ccco1 | -1.1 | 1 | 15 | 21 | -1 | -6 | -2 | 2 | -6 | 93
NC(=O)c1cc[n+](CC(=O)c2ccc(NC(=O)c3ccccc3)cc2)cc1 | -0.5 | -12 | 3 | 28 | 7 | -9 | -4 | 1 | 0 | 97
Clc1ccccc1/C=N/NC1=Nc2cccc3cccc1c23 | 18* | 14 | -19 | -112 | -24 | 36* | -1 | -3 | 31* | 121
O=C(N/C=N/OCc1ccc(Cl)cc1Cl)NOCc1ncc(C(F)(F)F)cc1Cl | 3.8 | -11 | 1 | 2 | -12 | 5 | -4 | 1 | -12 | 102
CCCNC(=O)C1(C)CCN(C(=O)Cc2ccc(OC)c(OC)c2)C1 (stereo not given) | 1.0 | 11 | 13 | 17 | 1 | 5 | 2 | 3 | . | 108
COc1ccc(NC(=O)CSc2ccc3nnc(-c4cccnc4)n3n2)cc1OC | -2.0 | -1 | -1 | 7 | 10 | -4 | 2 | 1 | -14 | 102
COc1ccc(CNS(=O)(=O)c2cc(-c3cc(C)no3)ccc2OC)cc1OC | -3.9 | -2 | -1 | -19 | 4 | 5 | 2 | 3 | 4 | 88
Cc1cc(C(=O)Nc2ccc(S(=O)(=O)N3CCCC3)cc2)no1 | -3.9 | -8 | 10 | 14 | -2 | -10 | 10 | 3 | 1 | 98
CCOc1ccc(CCNC(=O)COC(=O)COc2ccc(Br)cc2)cc1OCC | 0.0 | 3 | 8 | -29 | 5 | -4 | -3 | . | -8 | 100
Cc1cccc(N2CCN(C(=O)c3cc(S(=O)(=O)N4CCCC4)cn3C)CC2)c1C | -0.4 | 2 | -20 | 1 | -6 | 6 | 2 | 23 | 9 | 103
O=c1c2ccccc2c(/C=N/n2cnnc2)c(O)n1-c1ccccc1F | 0.2 | -5 | 12 | -16 | 5 | -3 | 0 | 3 | 5 | 94
COc1ccc(-n2nnc3c(SCC(=O)NCC4CCCO4)ncnc32)cc1 (stereo not given) | -1.1 | 8 | 21 | -3 | -21 | 2 | -3 | 1 | -5 | 105
O=C(c1n[nH]c2ccccc12)N1CCN(S(=O)(=O)c2ccc(Cl)cc2)CC1 | -1.2 | -2 | 3 | -27 | -4 | -4 | 3 | 0 | -5 | 95
O=C(CCC(=O)c1ccc(-c2ccccc2)cc1)Nc1cccnc1 | 0.9 | 0 | 8 | -7 | -6 | 1 | -6 | 0 | -10 | 99
O=C(Nc1nc(-c2ccco2)cs1)c1ccccc1 | -0.2 | 19 | -3 | -41 | 13 | -10 | 7 | 3 | 0 | 102
CCc1ccc(NC(=O)COc2ccc3c(c2)OCO3)cc1 | 0.7 | -1 | 6 | -26 | -11 | -3 | -2 | 1 | -4 | 103

Assay outcomes: PubChem, several laboratories
